Compound activity (PubChem)
IDH1 R132H inh – IDH1 R132H (human) inhibition. O75874. IDH1 R132H reductase, diaphorase/resazurin fluorescence, 60 min. inhibition, % at 10 µM. actives 0.18% (n = 70,000); in the data active = inhibition above about 34%;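 note: 0% = DMSO and 100% = no enzyme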
EZH2 inh – inhibitors of human EZH2/PRC2 methyltransferase. actives 0.35% (n = 57,000). inhibition, % at 12.5 µM. PRC2 H3K27 methylation, DELFIA TRF, 1 h. AID 651548;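 active = mean inhibition of replicates at least 50% and every single replicate also reaching 50%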;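 note: dimethyl H3K27 on biotinylated H3 21-44 peptide detected by antibody; plate controls were median neutral control wells for no effect and median positive control wells for full effect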
Target sequence (Q15910 whole entry, looked up): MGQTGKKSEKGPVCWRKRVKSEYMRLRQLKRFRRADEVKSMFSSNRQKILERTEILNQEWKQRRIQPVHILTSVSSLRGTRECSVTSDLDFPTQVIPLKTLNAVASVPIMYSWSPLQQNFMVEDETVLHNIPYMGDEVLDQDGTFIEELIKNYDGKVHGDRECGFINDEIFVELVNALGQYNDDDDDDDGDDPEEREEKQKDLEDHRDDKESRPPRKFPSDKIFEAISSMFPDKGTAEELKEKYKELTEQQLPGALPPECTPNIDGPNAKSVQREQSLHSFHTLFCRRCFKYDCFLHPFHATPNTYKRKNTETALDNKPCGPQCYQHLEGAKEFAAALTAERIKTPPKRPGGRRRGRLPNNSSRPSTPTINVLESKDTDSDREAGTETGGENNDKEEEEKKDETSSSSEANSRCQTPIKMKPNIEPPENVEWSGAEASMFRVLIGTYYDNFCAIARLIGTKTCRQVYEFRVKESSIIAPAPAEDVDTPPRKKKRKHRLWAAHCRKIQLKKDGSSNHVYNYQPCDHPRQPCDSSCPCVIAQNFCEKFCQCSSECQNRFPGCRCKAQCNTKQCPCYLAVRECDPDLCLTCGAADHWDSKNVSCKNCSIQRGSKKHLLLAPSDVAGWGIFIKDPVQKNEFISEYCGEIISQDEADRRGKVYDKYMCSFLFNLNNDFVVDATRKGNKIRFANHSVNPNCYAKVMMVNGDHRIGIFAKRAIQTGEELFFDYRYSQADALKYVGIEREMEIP
An asterisk follows results filed as active; x = no result given. A portion of the library. The share of hits here may be higher or lower than overall.

SMILES | IDH1 R132H inh | EZH2 inh
C[C@@H]1CCCCO[C@H](CN(C)C(=O)Nc2ccccc2)[C@H](C)CN([C@H](C)CO)C(=O)c2cc(NC(=O)Cc3ccccc3)ccc2O1 | -0.2 | x
Cc1ccccc1-c1nnc(SCC(=O)Nc2ccc(Oc3ccccc3)cc2)n1C | 0.2 | 11
COc1ccc(S(=O)(=O)Nc2ccc3c(c2)C(=O)N([C@@H](C)CO)C[C@@H](C)[C@H](CN(C)C(=O)NC(C)C)OCCCC[C@@H](C)O3)cc1 | 1.4 | x
COC(=O)CCCCCCC(=O)N/N=C/c1ccc(OCc2ccccc2)cc1O | x | 15
C[C@@H]1CN([C@H](C)CO)C(=O)Cc2cc(NC(=O)Cc3ccccc3)ccc2O[C@@H]1CN(C)C(=O)Nc1cccc2ccccc12 | x | 1
C[C@@H]1CCCCO[C@H](CN(C)C(=O)NC2CCCCC2)[C@H](C)CN([C@@H](C)CO)C(=O)c2cc(NC(=O)Nc3ccc(C(F)(F)F)cc3)ccc2O1 | 4.1 | x
C[C@H](CO)N1C[C@H](C)[C@@H](CN(C)C(=O)Nc2ccc(F)cc2)Oc2ccc(NC(=O)Cc3cn(C)c4ccccc34)cc2CC1=O | -12 | x
COc1ccccc1-c1cn(CC[C@@H]2CC[C@@H](NS(=O)(=O)c3ccccc3C)[C@H](CO)O2)nn1 | 0.0 | 3
O=C(N[C@@H]1CC[C@@H](CCn2cc(C3(O)CCCC3)nn2)O[C@@H]1CO)C1CC1 | 0.4 | 4
CC(C)NC(=O)N(C)C[C@@H]1Oc2ncc(C#Cc3ccc(F)cc3)cc2C(=O)N([C@H](C)CO)C[C@H]1C | 0.6 | -15
COc1ccccc1CC(=O)Nc1cc(Cl)ccc1O | 0.1 | 6
C[C@@H]1CN([C@@H](C)CO)C(=O)Cc2cc(NC(=O)Nc3ccc(F)cc3)ccc2O[C@@H]1CN(C)C(=O)Nc1ccccc1 | -1.4 | x
CCCNC(=O)C[C@H]1C[C@H]2c3cc(NC(=O)CN(C)C)ccc3O[C@H]2[C@@H](CO)O1 | -1.1 | 26
Cc1ccccc1-c1cnc2c(c1)C(=O)N([C@H](C)CO)C[C@H](C)[C@@H](CN(C)CC1CCOCC1)O2 | -0.7 | x
CNC[C@@H]1OCCCC[C@@H](C)Oc2ccc(NS(C)(=O)=O)cc2C(=O)N([C@H](C)CO)C[C@@H]1C | 5.1 | 5
C[C@H](CO)N1C[C@H](C)[C@H](CN(C)C(=O)Nc2cccc(Oc3ccccn3)c2)OCc2cnnn2CCCC1=O | -0.4 | 2
O=C(C[C@H]1C[C@H]2c3cc(NS(=O)(=O)c4ccc(F)cc4)ccc3O[C@H]2[C@@H](CO)O1)NC1CCCC1 | -1.1 | 2
COc1ccc(CN(C)C[C@@H]2Oc3c(NC(=O)C4CC4)cccc3C(=O)N([C@H](C)CO)C[C@H]2C)cc1 | -0.2 | x
C[C@H](CO)N1C[C@H](C)[C@H](CN(C)CC2CCOCC2)Oc2ncc(Br)cc2C1=O | -1.0 | x
O=C(CCn1cnc2ccccc2c1=O)Nc1ccc(F)cc1 | -0.5 | -5
C[C@H](CO)N1C[C@H](C)[C@@H](CN(C)S(=O)(=O)c2ccccc2)Oc2ccc(NC(=O)Nc3ccc4c(c3)OCO4)cc2C1=O | -1.2 | x
C[C@@H]1CN([C@H](C)CO)C(=O)c2cccc(NC(=O)C3CCCCC3)c2O[C@@H]1CN(C)S(=O)(=O)c1ccc(Cl)cc1 | 0.2 | -13
O=C(CCCCCC(=O)Nc1ccccc1O)N/N=C\c1cc(O)ccc1O | 50* | 17
CO[C@H]1CN(C)C(=O)c2ccc(NS(C)(=O)=O)cc2OC[C@@H](C)N(CC2CCCCC2)C[C@H]1C | 0.2 | -3
COc1ccc(NC(=O)Cn2c(-c3ccccc3)nc3sc4c(c3c2=O)CCCC4)cc1 | 1.4 | -13
Cc1ccc(S(=O)(=O)N[C@@H]2C=C[C@@H](CC(=O)NC3CCCCC3)O[C@H]2CO)cc1 | -0.1 | 14
CCn1ncc(Br)c1C(=O)Nc1ccccc1C(=O)OC | 0.0 | 14
CO[C@@H]1CN(C)C(=O)c2ccc(NS(C)(=O)=O)cc2OC[C@@H](C)N(Cc2ccccc2)C[C@@H]1C | 0.3 | 1
CCOC(=O)CN(C)C1=NS(=O)(=O)c2ccccc21 | -0.5 | -2
COc1ccc(NC(=O)N(C)C[C@H]2OCCCC[C@H](C)Oc3ccc(NS(C)(=O)=O)cc3C(=O)N([C@@H](C)CO)C[C@@H]2C)cc1 | 2.2 | x
C[C@@H]1CN([C@@H](C)CO)C(=O)c2cc(NC(=O)Nc3ccc(C(F)(F)F)cc3)ccc2O[C@@H]1CN(C)S(=O)(=O)c1ccc(Cl)cc1 | 0.2 | x
O=C(O)C[C@H]1C=C[C@@H](NC(=O)c2ccccc2F)[C@H](CO)O1 | 0.4 | -4
C[C@H](CO)N1C[C@H](C)[C@@H](CN(C)S(=O)(=O)c2ccccc2)Oc2c(NC(=O)Nc3ccc(F)cc3)cccc2C1=O | 0.6 | x
O=C(C[C@@H]1CC[C@H](NS(=O)(=O)c2ccc(F)cc2)[C@@H](CO)O1)NC1CCCCC1 | 0.7 | 1
Cn1nc(CC(=O)Nc2cccc(O)c2)c2ccccc2c1=O | -0.3 | -3
C[C@H](CO)N1C[C@H](C)[C@H](CN(C)S(=O)(=O)c2ccc(F)cc2)OCc2cn(nn2)CCCC1=O | -2.5 | 6
CCC(NC(C)C)C(O)c1ccc(O)c(O)c1 (stereo not drawn) | 0.0 | x
COc1ccccc1CN1C(=O)c2ccccc2[C@@H](C(=O)NCc2ccccc2)[C@@H]1c1ccc(CO)cc1 | x | 1
C[C@H](CO)N1C[C@H](C)[C@H](CN(C)S(=O)(=O)c2ccc3ccccc3c2)OCc2cnnn2CCCC1=O | -4.0 | 5
CS(=O)(=O)N(CC(=O)Nc1ccc(F)cc1)c1ccc(Cl)c(Cl)c1 | -0.1 | 1
CC(C)NC(=O)N(C)C[C@@H]1Oc2ccc(NC(=O)CCC(F)(F)F)cc2CC(=O)N([C@@H](C)CO)C[C@H]1C | 1.4 | x
O=C(C[C@H]1C=C[C@@H](NS(=O)(=O)c2ccccc2)[C@@H](CO)O1)NCc1ccccc1F | 0.2 | -12
COc1ccc(S(=O)(=O)N(C)C[C@H]2Oc3ncc(-c4ccncc4)cc3C(=O)N([C@H](C)CO)C[C@H]2C)cc1 | -0.4 | 9
O=C(CN(C1CCCCC1)S(=O)(=O)c1ccc(Cl)cc1)Nc1ccccc1C(F)(F)F | 0.5 | 18
O=C(C[C@@H]1CC[C@@H](NC(=O)c2ccncc2)[C@H](CO)O1)NCC1CC1 | 0.2 | 6
CO[C@@H]1CN(C)C(=O)c2cc(NS(=O)(=O)c3cccc(Cl)c3)ccc2OC[C@@H](C)N(C(=O)Cc2cccnc2)C[C@H]1C | -0.1 | 11
COC(=O)C[C@H]1C[C@@H]2c3cc(NC(=O)Nc4ccccc4F)ccc3O[C@@H]2[C@H](CO)O1 | 0.0 | 0
Cc1cc(=O)[nH]c(SCC(=O)Nc2cccc3ccccc23)n1 | -0.1 | x
O=C(N[C@@H]1CC[C@@H](CCn2cc(C3(O)CCCC3)nn2)O[C@@H]1CO)C1CCCC1 | -0.6 | -6
COc1ccc(NC(=O)N(C)C[C@H]2Oc3cc(-c4cccc(C(=O)N(C)C)c4)ccc3S(=O)(=O)N([C@@H](C)CO)C[C@H]2C)cc1 | -3.3 | -11
C[C@@H]1CN([C@H](C)CO)C(=O)CCCn2cc(nn2)CO[C@H]1CN(C)C(=O)Nc1ccc(C(C)(C)C)cc1 | -1.2 | x
Cc1noc(C)c1NC(=O)NCC[C@H]1CC[C@@H](NC(=O)Cc2cccnc2)[C@@H](CO)O1 | 0.3 | 3
C[C@H](CO)N1C[C@H](C)[C@H](CN(C)S(=O)(=O)c2ccc(F)cc2)OCCCC[C@H](C)Oc2ccc(NC(=O)NC3CCCCC3)cc2C1=O | 3.3 | x
Cc1ccc(S(=O)(=O)NC2(C(F)(F)F)C(=O)N(Cc3ccco3)C3=C2C(=O)CC(C)(C)C3)cc1 (stereo not drawn) | -0.2 | -1
COc1cccc(NC(=O)N[C@@H]2C=C[C@@H](CC(=O)NCc3ccccn3)O[C@H]2CO)c1 | -0.1 | -7
C[C@@H]1CN([C@H](C)CO)C(=O)c2cccc(NC(=O)c3ccc(-c4nccs4)cc3)c2O[C@H]1CN(C)CC1CC1 | 3.8 | x
COc1ccc(S(=O)(=O)N(C)C[C@H]2Oc3c(NC(=O)c4ccncc4)cccc3C(=O)N([C@H](C)CO)C[C@@H]2C)cc1 | 2.1 | x
COCC(=O)Nc1ccc2c(c1)[C@H]1C[C@@H](CC(=O)NCc3cc(F)ccc3F)O[C@@H](CO)[C@H]1O2 | -0.7 | -1
Cn1c(=O)c2c(ncn2CC(=O)Nc2ccccc2Sc2ccccc2)n(C)c1=O | 0.1 | 13
N#Cc1ccccc1NC(=O)CCSc1nc(-c2ccccc2)c2cc(Cl)ccc2n1 | 0.5 | 19

Ten compounds from above, arranged by count of non-hydrogen atoms, lowest first.
SMILES | IDH1 R132H inh | EZH2 inh
Cc1cc(=O)[nH]c(SCC(=O)Nc2cccc3ccccc23)n1 | -0.1 | x
O=C(N[C@@H]1CC[C@@H](CCn2cc(C3(O)CCCC3)nn2)O[C@@H]1CO)C1CCCC1 | -0.6 | -6
Cn1c(=O)c2c(ncn2CC(=O)Nc2ccccc2Sc2ccccc2)n(C)c1=O | 0.1 | 13
COc1cccc(NC(=O)N[C@@H]2C=C[C@@H](CC(=O)NCc3ccccn3)O[C@H]2CO)c1 | -0.1 | -7
COCC(=O)Nc1ccc2c(c1)[C@H]1C[C@@H](CC(=O)NCc3cc(F)ccc3F)O[C@@H](CO)[C@H]1O2 | -0.7 | -1
C[C@@H]1CN([C@H](C)CO)C(=O)CCCn2cc(nn2)CO[C@H]1CN(C)C(=O)Nc1ccc(C(C)(C)C)cc1 | -1.2 | x
C[C@@H]1CN([C@H](C)CO)C(=O)c2cccc(NC(=O)c3ccc(-c4nccs4)cc3)c2O[C@H]1CN(C)CC1CC1 | 3.8 | x
COc1ccc(S(=O)(=O)N(C)C[C@H]2Oc3c(NC(=O)c4ccncc4)cccc3C(=O)N([C@H](C)CO)C[C@@H]2C)cc1 | 2.1 | x
COc1ccc(NC(=O)N(C)C[C@H]2Oc3cc(-c4cccc(C(=O)N(C)C)c4)ccc3S(=O)(=O)N([C@@H](C)CO)C[C@H]2C)cc1 | -3.3 | -11
C[C@H](CO)N1C[C@H](C)[C@H](CN(C)S(=O)(=O)c2ccc(F)cc2)OCCCC[C@H](C)Oc2ccc(NC(=O)NC3CCCCC3)cc2C1=O | 3.3 | x

Remaining list, next part.
SMILES | IDH1 R132H inh | EZH2 inh
CO[C@@H]1CN(C)C(=O)c2cc(NS(C)(=O)=O)ccc2OC[C@H](C)N(Cc2cncnc2)C[C@@H]1C | 0.1 | 2
COc1ccc(S(=O)(=O)N(C)C[C@H]2Oc3ccc(NC(=O)Nc4c(C)noc4C)cc3C(=O)N([C@@H](C)CO)C[C@@H]2C)cc1 | -0.2 | x
CC(C)NC(=O)N[C@@H]1CC[C@@H](CCNC(=O)C2CCOCC2)O[C@@H]1CO | 0.4 | 6
Cc1ccc(OCC(=O)NC(=S)Nc2cc(-c3nc4ncccc4o3)ccc2Cl)cc1 | -0.3 | -3
Cc1ccc(-c2ccc3c(c2)O[C@H](CN(C)Cc2cccnc2)[C@@H](C)CN([C@@H](C)CO)S3(=O)=O)cc1 | x | 25
C[C@@H]1CN([C@H](C)CO)C(=O)c2cc(NC(=O)Nc3cccc4ccccc34)ccc2O[C@@H]1CN(C)C(=O)Nc1cccc2ccccc12 | -0.6 | x
C[C@@H]1CCCCO[C@@H](CN(C)S(=O)(=O)c2ccc(F)cc2)[C@@H](C)CN([C@@H](C)CO)C(=O)c2cc(NS(C)(=O)=O)ccc2O1 | 3.1 | x
C[C@H]1CN([C@@H](C)CO)C(=O)Cc2cc(NC(=O)Nc3cccc4ccccc34)ccc2O[C@@H]1CN(C)Cc1ccc(C(=O)Nc2ccccc2N)cc1 | x | -44
C[C@@H]1CN([C@H](C)CO)C(=O)c2cc(NC(=O)CCCN(C)C)ccc2O[C@@H](C)CCCCO[C@H]1CN(C)C(=O)NC1CCCCC1 | -0.8 | x
C[C@@H]1CN([C@@H](C)CO)S(=O)(=O)c2ccc(C#Cc3ccccc3F)cc2O[C@@H]1CN(C)C | 0.1 | 1
Cc1noc(C)c1NC(=O)Nc1cccc2c1O[C@@H](CN(C)Cc1ccncc1)[C@H](C)CN([C@@H](C)CO)C2=O | 2.1 | -3
C[C@@H]1CN([C@@H](C)CO)C(=O)Cc2cc(NC(=O)CCN3CCOCC3)ccc2O[C@@H]1CN(C)Cc1ccc(-c2ccccc2)cc1 | -0.5 | x
COCC(=O)N1C[C@@H](C)[C@@H](OC)CN(C)C(=O)c2ccc(NC(=O)c3cnccn3)cc2OC[C@H]1C | 0.2 | 1
COC(=O)C[C@@H]1C[C@H]2c3cc(N(C)C)ccc3O[C@H]2[C@H](CO)O1 | -2.6 | 5
C[C@H](CO)N1C[C@H](C)[C@H](CN(C)S(=O)(=O)c2cccc(F)c2)Oc2ncc(C#CC3CCCC3)cc2C1=O | -0.1 | x
COc1ccc(OC)c(NC(=O)CSc2nnc(-c3ccccc3)n2C)c1 | -0.4 | 10
C[C@@H]1CN([C@H](C)CO)C(=O)Cc2cc(NC(=O)C3CCCCC3)ccc2O[C@H]1CN(C)Cc1ccc(Oc2ccccc2)cc1 | -0.2 | x
CCC(=O)N(C)C[C@H]1Oc2cc(Br)ccc2S(=O)(=O)N([C@H](C)CO)C[C@H]1C | -0.2 | -3
Cc1noc(C)c1NC(=O)N(C)C[C@H]1Oc2ccc(NC(=O)Nc3ccc(C(F)(F)F)cc3)cc2CC(=O)N([C@H](C)CO)C[C@@H]1C | 0.0 | x
